GALK inh = qHTS Assay for Inhibitors of Human Galactokinase (GALK). P51570. Purified GALK, Kinase-Glo residual ATP luminescence. Potency, µM (series often up to 57.5 µM), without a hit: top-dose activity change, negative = inhibition, most hits filed as inhibitors. 270,000 compounds, 0.007% hits. AID 1868, 2009; note: potency is the fitted concentration of half-maximal effect; % is set by controls: 0 for no effect and ±100 for the full control effect
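Galactose (100 uM) and ATP (35 uM) were turned over by 5 nM GALK for 1 h at RT. Kinase-Glo Plus then converted the remaining ATP into a luminescent signal.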
Tb PFK inh = qHTS Assay to Find Inhibitors of T. brucei phosphofructokinase. ATP-dependent 6-phosphofructokinase (Trypanosoma brucei brucei), O15648. T. brucei PFK, ADP-Glo luminescence. Potency, µM (titrated, usually from 57.5 µM), without a hit: at the highest dose activity, negative = inhibition, hits mostly inhibitors. 330,000 compounds, 0.17% hits. AID 485367, 2010;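 note: potency is the fitted concentration of half-maximal effect; 0% = uninhibited 1x PFK enzyme wells and -100% = no-enzyme wells; nearly all actives have a fitted effect of over 60% in size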
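ADP-Glo luminescence quantified ADP after 45 min at room temperature, with 1.25 nM T. brucei PFK, 0.1 mM ATP and 0.5 mM fructose-6-phosphate in pH 8.0 TEA buffer. qHTS titrations up to 57 µM; curves classified by quality.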
Integrin act MD = qHTS for Activators of Integrin-Mediated Alleviation for Muscular Dystrophy; AID 624291, 2012; alpha7betagal myoblasts, beta-gal FDG fluorescence, 48 h; 350,000 compounds, 0.064% hits; Potency, µM (top dose mostly 38.3 µM), without a hit: at the top dose activation, usual class: activators;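 note: potency is the fitted concentration of half-maximal effect; 100% = response of the positive control SU9516; nearly all actives have a fitted effect of over 60% in size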
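Alpha7betagal+/- myoblasts (passage 13) were plated 16-24 hr, then exposed to compounds (1:260 dilution of DMSO stock) for 48 hours at 37C. After MPER lysis, β-galactosidase reporter activity was read as FDG fluorescence (ex 480/em 540) after 30 minutes.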
PKM2 activator = qHTS Assay for Activators of Human Muscle isoform 2 Pyruvate Kinase; Potency, µM (top dose mostly 57.5 µM), without a hit: top-dose activation, hits mostly activators; Pyruvate kinase PKM (Homo sapiens), P14618; AID 1631, 2009; 260,000 compounds, 0.34% hits; purified PKM2, Kinase-Glo ATP luminescence, activation; response scale: 0% is enzyme alone, no compound; note: potency is the fitted concentration of half-maximal effect; % is set by controls: 0 for no effect and ±100 for the full control effect; nearly all actives have a fitted effect of over 55% in size
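Purified hPK-M2 (>95%) run at intermediate activity with 0.1 mM ADP and 0.5 mM PEP in 50 mM imidazole pH 7.2, KCl, MgCl2; 1 h room temperature. ATP formed read by Kinase-Glo luminescence; normalized to uninhibited and no-enzyme controls.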
BCR signal inh = qHTS Assay to Find Inhibitors of Chronic Active B-Cell Receptor Signaling | 340,000 compounds, 0.05% hits | AID 493014, 2011 | ABC-DLBCL IkBa-CBG/CBR reporter, luminescence ratio, 4 h | Potency, µM (doses to about 46.1 µM), without a hit: at the top dose ratio change, negative = lower green/red ratio, actives largely listed as inhibitors; active = well fitted inhibition curve with a large enough effect in the signal ratio, with a control signal flat, not every such curve was filed as active; inconclusive = small, poorly fitted or top-dose-only effect, or effect the other way, or a change in a side signal; the % refers to the signal ratio;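 note: potency is the fitted concentration of half-maximal effect; plate controls were basal doxycycline-induced cells for no effect and cells given 10 µM MG132 for full effect; MG132 reads +100%, hits lower the ratio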
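Doxycycline induced both beetle luciferases in TMD8 lymphoma cells; IKK-driven degradation limits the IkappaBalpha-fused green signal, while red luminescence normalises for cell number and nonspecific effects. Compounds tested up to 46 uM, 4 hrs.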
Coupling enz = qHTS Assay for Inhibitors of Fructose-1,6-bisphosphate Aldolase from Giardia Lamblia: Coupling assay counterscreen | 290,000 compounds, 0.67% hits | AID 2472, 2010 | activity change, negative = inhibition, % at 58.2 µM, hits read low | coupling enzyme system counterscreen, AmpLite Red fluorescence; in the data active = activity change below about -30%; note: % is set by controls: 0 for no effect and ±100 for the full control effect
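Fluorescence at 525 nm excitation and 598 nm emission measured inhibition of the coupled detection system without aldolase. Compounds (at 57.5 uM final) were preincubated 10 min at room temperature with coupling enzyme reagent before a 20 min substrate/AmpLite Red step.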
ASM inhibitor = Inhibitors of Secretory Acid Sphingomyelinase (S-ASM): qHTS | Sphingomyelin phosphodiesterase (Homo sapiens), P17405 | placental ASM, HMU-PC fluorogenic substrate, 60 min | Potency, µM (doses to about 57.5 µM), inactives show at the top dose activity change, negative = inhibition, most hits filed as inhibitors | 340,000 compounds, 0.006% hits | AID 504937, 2011; note: potency is the fitted concentration of half-maximal effect
Target sequence (P17405 47-631 limits assumed): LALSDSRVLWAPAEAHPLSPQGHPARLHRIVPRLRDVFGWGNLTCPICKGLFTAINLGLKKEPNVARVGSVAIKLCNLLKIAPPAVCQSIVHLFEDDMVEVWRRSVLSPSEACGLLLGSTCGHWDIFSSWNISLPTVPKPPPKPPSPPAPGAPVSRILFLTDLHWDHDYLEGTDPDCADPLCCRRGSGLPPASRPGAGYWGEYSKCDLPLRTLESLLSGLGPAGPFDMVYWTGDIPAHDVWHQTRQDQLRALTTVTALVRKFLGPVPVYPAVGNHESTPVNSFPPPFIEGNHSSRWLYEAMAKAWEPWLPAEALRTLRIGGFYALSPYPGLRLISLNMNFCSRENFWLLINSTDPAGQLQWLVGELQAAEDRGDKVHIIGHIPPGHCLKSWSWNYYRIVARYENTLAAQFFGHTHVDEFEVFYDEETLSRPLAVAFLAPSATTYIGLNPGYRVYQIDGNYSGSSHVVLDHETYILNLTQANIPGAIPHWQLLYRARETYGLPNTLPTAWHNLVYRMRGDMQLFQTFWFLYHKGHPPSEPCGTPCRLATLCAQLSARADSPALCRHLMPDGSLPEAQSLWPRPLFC
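Human placenta-derived ASM enzyme was preincubated with compound for 10 minutes at room temperature, then given fluorogenic substrate HMU-PC0 (9 uM final) for 60 minutes at 37 °C; a pH 10 stop preceded fluorescence reading at Ex 386/Em 447 nm.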
Giardia kill = Small Molecules that selectively kill Giardia lamblia: qHTS | AID 540267, 2011 | activity change, % at 7.66 µM, hits read low | Giardia lamblia trophozoite viability | 340,000 compounds, 0.15% hits; in the data active = activity change below about -80%; inconclusive = between about -30% and that limit;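 note: parasites exposed to compound for two days anaerobically before the ATP read; % is set by controls: 0 for no effect and ±100 for the full control effect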
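Each well holds 100 Giardia trophozoites and compound. After two days (48 hrs) at 37 deg C in anaerobic conditions, ATP is quantified by luminescence.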
B2AR arrestin = qHTS assay of beta-arrestin-biased ligands of beta2-adrenergic receptor. Beta-2 adrenergic receptor (Homo sapiens), P07550. beta-arrestin recruitment to beta2AR, cell-based reporter. Potency, µM (doses to about 46.1 µM), without a hit: at the highest dose activation, actives largely listed as activators. 330,000 compounds, 0.02% hits. AID 492947, 2010;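 note: potency is the fitted concentration of half-maximal effect; 0% = DMSO controls and full agonism = EC100 isoproterenol or metaproterenol; nearly all actives have a fitted effect of over 65% in size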
PTAP TSG101 blk = qHTS Assay for Iinhibitors of HIV-1 Budding by Blocking the Interaction of PTAP/TSG101. 340,000 tested, under 10 active. AID 493005, 2010. Potency, µM (highest dose often 115 µM), for inactives: at the top dose activity change, negative = inhibition, actives largely listed as inhibitors. Fluorescence polarization, FITC-PTAP peptide / Tsg101 binding. Tumor susceptibility gene 101 protein (Homo sapiens), Q99816; active = well fitted inhibition curve with a large enough effect in the main read-out, with a control signal flat, not every such curve was filed as active; inconclusive = small, poorly fitted or top-dose-only effect, or effect the other way, or a change in a side signal; inactive = no such curve, though single readings can be large or run the other way; note: potency is the fitted concentration of half-maximal effect; % of control where 0% means no effect
Target sequence (Q99816 whole entry, looked up): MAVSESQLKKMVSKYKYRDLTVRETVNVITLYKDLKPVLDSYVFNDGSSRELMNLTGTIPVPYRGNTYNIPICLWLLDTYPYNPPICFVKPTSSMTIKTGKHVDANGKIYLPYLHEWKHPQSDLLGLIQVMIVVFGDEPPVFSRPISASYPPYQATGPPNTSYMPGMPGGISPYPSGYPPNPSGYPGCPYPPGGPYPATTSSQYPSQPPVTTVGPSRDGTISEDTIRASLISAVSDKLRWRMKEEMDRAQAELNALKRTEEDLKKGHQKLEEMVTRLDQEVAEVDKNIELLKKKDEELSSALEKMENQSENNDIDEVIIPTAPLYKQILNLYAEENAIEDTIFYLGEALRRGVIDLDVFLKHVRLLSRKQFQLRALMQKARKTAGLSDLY
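Fluorescence polarization binding of Tsg101 binding domain (10 uM final) to FITC-labeled PTAP peptide (50 nM final) in HEPES pH 7.5 buffer with NaCl, Tween 20, EDTA, TCEP. Compounds added before peptide; binding 20 min at RT.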
Menin MLL FP TR = qHTS Assay for Inhibitors Targeting the Menin-MLL Interaction in MLL Related Leukemias: Competition With Texas Red Labeled MLL-derived Mutant Peptide; Menin + Texas Red MLL mutant peptide, fluorescence polarization; Potency, µM (series often up to 61.6 µM), for inactives: at the highest dose FP activity change, negative = inhibition, actives largely listed as inhibitors; 270,000 compounds, 0.23% hits; AID 1768, 2009; active = well fitted inhibition curve with a large enough effect in the polarisation, with a control signal flat, not every such curve was filed as active; inconclusive = small, poorly fitted or top-dose-only effect, or effect the other way, or a change in a side signal; inactive = no such curve, though single readings can be large or run the other way; the % refers to the polarisation; note: potency is the fitted concentration of half-maximal effect; % of control where 0% means no effect; many of its hits are not listed in these tables
* hit, by the source's call; i = inactive; ? = inconclusive; · = no result given; [ ] = dose if it differs, or a comment. Unless noted, calls come from the whole dose curve; as a rule, active = well fitted curve in the direction sought with a large enough effect; inconclusive = small, poorly fitted or top-dose-only effect, or another doubt; inactive = no such curve, though single readings can be large; an effect the other way counts as inactive or inconclusive.

#	Molecule	GALK inh	Tb PFK inh	Integrin act MD	PKM2 activator	BCR signal inh	Coupling enz	ASM inhibitor	Giardia kill	B2AR arrestin	PTAP TSG101 blk	Menin MLL FP TR
1	CN1CCN(c2ccccc2NC(=O)c2cc(Br)ccc2Cl)CC1	-2%	-3%	-7%	-11%	1%	-2	5%	9	0.1%	-3%	-22%
2	COCCNC(=O)c1cccc2c1C(=O)c1ccc(N3CCOCC3)cc1S2(=O)=O	·	-5%	3%	·	-3%	·	-9%	12	0.1%	0%	·
3	CN(CCOc1ccccc1)C(=O)c1cc(S(=O)(=O)N2CCOCC2)ccc1Cl	·	-14%	-12%	·	8%	·	4%	24	0.3%	-5%	·
4	N#C/C(=C/c1ccc(Sc2nc3ccccc3[nH]2)o1)c1cccc(F)c1	1%	-2%	12%	1%	?	-6	-6%	0	0.0%	-3%	-7%
5	COc1ccc(OC)c(CCNC(=O)C(=O)Nc2ccc3nc4n(c(=O)c3c2)CCCCC4)c1	·	2%	26%	5%	?	-1	-11%	-10	-0.7%	-2%	·
6	Cn1c(C2CCCCC2)nc2ccccc21	3%	-5%	-23%	-2%[11.5 µM]	?	-1	0%	-8	0.0%	-1%	3%
7	COc1ccc(CNC(=O)C[C@H]2C[C@H](C(=O)N3CCCCC3)[C@@]3(C)c4[nH]c5ccc(Cl)cc5c4CCN3C2=O)cc1OC	·	0%	-22%	·	?	·	-11%	-20	0.3%	-2%	·
8	O=c1c2ccccc2nc2n1CCS2	-7%	7%	3%	-3%	1%	0	3%	-4	-0.7%	-8%	11%
9	CCC(NC(=O)c1ccccc1NC(=O)C(C)(C)C)C(=O)N1CC(C)OC(C)C1 (stereo not given)	·	3%	2%	·	-3%	·	0%	-4	2.1%	-5%	·
10	CC(C)(C)c1ccccc1NC(=O)N1CCNC(=O)C1CC(=O)Nc1ccc(F)cc1 (stereo not given)	6%	-2%	?	-9%	0%	·	0%	-4	0.2%	-4%	·
11	CCCc1cc(=O)[nH]c(SCC(=O)Nc2ccc(C)c(S(=O)(=O)N3CCCCC3)c2)n1	·	0%	27%	·	0%	·	-1%	-20	0.0%	0%	·
12	Nc1nccnc1C(=O)OCC(=O)NC1CCCc2ccccc21 (stereo not given)	·	0%	-23%	·	-2%	·	472%[activator]	-19	0.1%	0%	·
13	CCOC(=O)CC1C(=O)NCCN1S(=O)(=O)c1ccccc1Cl (stereo not given)	2%	-1%	-20%	-4%	-7%	5	-1%	8	-0.7%	-2%	3%
14	C#CCOc1ccc(Br)cc1C(c1c(C)[nH][nH]c1=O)c1c(C)[nH][nH]c1=O	-4%	0%	-28%	-8%	0%	4	4%	7	5.0%	-4%	3%
15	Cc1nc2c3ccccc3nc(NNC(=O)CCC(=O)NC3CCCC3)n2n1	-1%	-10%	-29%	-7%	10%	1	1%	-15	-0.1%	-1%	-18%
16	O=c1[nH]c(SCc2ccc(Cl)cc2)nc2[nH]ncc12	3%	3%	36%	12%	-7%	3	0%	-7	-0.3%	6%	-7%
17	CC(=O)c1ccc(OCC(=O)Nc2ccc3c(c2)CCC3)cc1	4%	-2%	7%	-5%	-8%	1	-3%	-15	-0.4%	-1%	4%
18	CC(C)CN(C(=O)COC(=O)CSc1ccc([N+](=O)[O-])cc1)C1CCS(=O)(=O)C1 (stereo not given)	·	-6%	-1%	·	6%	·	2%	0	-0.4%	2%	·
19	Cc1ccccc1S(=O)(=O)N1[C@@H](c2cccc(Cl)c2)C(C(=O)O)=CC[C@H]1c1ccc(Cl)cc1	·	-23%	4%	·	?	·	0%	-15	5.0%	-8%	·
20	Cc1ccc2cc(CN(CCN(C)C)C(=O)Nc3ccc(Cl)cc3)c(=O)[nH]c2c1	-13%	5%	-15%	11%	?	4	-1%	-12	-0.1%	-4%	?
21	O=C(Nc1cccc(S(=O)(=O)N2CCCC2)c1)C1CCCN1C(=O)c1cccs1 (stereo not given)	0%	-2%	3%	-2%	0%	3	1%	-5	0.5%	-3%	·
22	CCOCCCNc1nc(C)nc2c1nnn2Cc1c(F)cccc1Cl	-1%	-4%	1%	5%	-26%	0	2%	0	-0.4%	-3%	-11%
23	COC(=O)c1c(NC(=O)C2=COCCO2)sc(C)c1C	·	0%	-3%	·	-3%	·	1%	43[activator]	0.5%	-1%	·
24	CC(=O)N1CCC(C(=O)Nc2ccccc2)(N(Cc2ccccc2)C(=O)c2cccnc2)CC1	1%	0%	6%	-11%	?	-5	6%	7	0.0%	1%	-5%
25	COC(=O)c1sccc1NC(=O)Nc1ccccc1F	6%	6%	-1%	-29%	?	-1	-2%	-3	0.7%	1%	27%
26	O=C(CCc1ccccc1)N1CCN(c2ccccn2)CC1	2%	3%	24%	4%	5%	1	8%	1	-1.7%	-5%	5%
27	N#C/C(=C\c1cccs1)C(=O)NCC1CCCO1 (stereo not given)	-4%	1%	-14%	-4%	1%	-1	2%	2	0.2%	-6%	10%
28	O=C(COC(=O)CNC(=O)c1ccccc1)NCCc1ccccc1	3%	-1%	2%	-6%	-1%	4	2%	9	-0.4%	-2%	-4%
29	O=C1Cc2cc(S(=O)(=O)NCc3ccc(F)cc3)ccc2N1	·	1%	0%	·	4%	·	0%	-1	0.1%	-2%	·
30	N#Cc1cc2cc3c(cc2nc1N1CCOCC1)OCO3	4%	-1%	5%	13%	9%	1	·	6	-0.2%	-8%	1%
31	CCN(CCS(=O)(=O)c1ccc(Br)cc1)Cc1nc2ccccc2c(=O)[nH]1	·	?	-55%[inhibitor]	·	?	·	0%	-11	-1.4%	0%	·
32	Cc1ccc2c(Cl)cc(Cl)c(OCC(=O)Nc3cccc(S(N)(=O)=O)c3)c2n1	0%	0%	0%	3%	2%	2	-4%	-23	-0.5%	4%	0%
33	O=C(O)c1cc(S(=O)(=O)N2CCN(S(=O)(=O)c3ccc4ccccc4c3)CC2)ccc1Br	·	-4%	21%	·	13%	·	9%	9	-0.2%	-4%	·
34	O=C(O)CCc1ccc(-c2ccccc2)n1Cc1ccco1	-2%	-1%	20%	?	?	7	19%	-8	3.0%	-2%	-4%
35	CCNC(=S)NNC(=O)c1cc(-c2ccc(OCC)cc2)nc2ccccc12	·	-3%	-17%	9%	?	2	44%[activator]	-81*	-1.9%	-10%	?
36	Cn1nc(-c2ccc(Cl)cc2)cc1NC(=O)CCCC(=O)O	0%	0%	-23%	-6%	-7%	11	4%	20	0.9%	-4%	·
37	COc1ccc(Cn2c(N)c(S(=O)(=O)c3cccs3)c3nc4ccccc4nc32)cc1	1%	11%	17%	1%	1%	-4	i	-2	-0.3%	-7%	-14%

One compound at a time, from the list above:
`Cc1ccc2c(Cl)cc(Cl)c(OCC(=O)Nc3cccc(S(N)(=O)=O)c3)c2n1` in the list: GALK inh: 0%; Tb PFK inh: 0%; Integrin act MD: 0%; PKM2 activator: 3%; BCR signal inh: 2%; Coupling enz: 2; ASM inhibitor: -4%; Giardia kill: -23; B2AR arrestin: -0.5%; PTAP TSG101 blk: 4%; Menin MLL FP TR: 0%
`N#C/C(=C\c1cccs1)C(=O)NCC1CCCO1` (stereo not given) in the list: GALK inh: -4%; Tb PFK inh: 1%; Integrin act MD: -14%; PKM2 activator: -4%; BCR signal inh: 1%; Coupling enz: -1; ASM inhibitor: 2%; Giardia kill: 2; B2AR arrestin: 0.2%; PTAP TSG101 blk: -6%; Menin MLL FP TR: 10%

An excerpt, so the mix of outcomes need not match the whole.
